SNCA expr inh: inhibitors of alpha-synuclein (SNCA) gene expression. HEK-293 SNCA-luciferase knock-in, luminescence, 24 h. 0.17% of 140,000 active. Potency, µM (series often up to 57.2 µM), without a hit: at the top dose activity change, negative = inhibition, most hits filed as inhibitors;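 also: potency is read from the fitted curve at half-maximal effect; plate controls were DMSO cells for no effect and cell-free wells for full effect; nearly all actives have a fitted effect of over 45% in size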
Luciferase inh: Photinus pyralis luciferase inhibition; P08659; purified P. pyralis luciferase, luminescence, biochemical; Potency, µM (series often up to 115 µM), for the others: top-dose activity change, negative = inhibition, hits mostly inhibitors; 2.5% of 76,000 active; also: potency is read from the fitted curve at half-maximal effect; nearly all actives have a fitted effect of over 65% in size
Target sequence (P08659 whole entry, looked up): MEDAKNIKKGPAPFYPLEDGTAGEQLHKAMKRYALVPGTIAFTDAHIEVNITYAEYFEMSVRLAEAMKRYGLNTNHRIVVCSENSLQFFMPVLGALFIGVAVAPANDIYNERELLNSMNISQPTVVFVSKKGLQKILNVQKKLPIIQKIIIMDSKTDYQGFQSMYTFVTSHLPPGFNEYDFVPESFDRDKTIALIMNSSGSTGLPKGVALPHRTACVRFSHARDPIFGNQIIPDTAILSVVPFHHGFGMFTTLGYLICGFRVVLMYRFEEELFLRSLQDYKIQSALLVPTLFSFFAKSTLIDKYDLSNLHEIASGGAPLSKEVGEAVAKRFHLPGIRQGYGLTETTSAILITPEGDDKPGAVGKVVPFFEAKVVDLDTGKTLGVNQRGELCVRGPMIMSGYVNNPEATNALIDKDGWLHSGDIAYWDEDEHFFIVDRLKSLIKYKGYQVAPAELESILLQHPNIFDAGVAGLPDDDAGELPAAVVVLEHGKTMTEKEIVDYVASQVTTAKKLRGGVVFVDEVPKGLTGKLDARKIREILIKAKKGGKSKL
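Luminescence read by CCD imager after adding enzyme (10nM final) to wells holding compound, titrated in qHTS. Substrates 10uM each D-luciferin and ATP; buffer 50mM Tris acetate pH 7.5, 10mM Mg acetate, Tween-20, BSA.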
NIH3T3 tox: kills NIH 3T3 cells. NIH 3T3 viability, CellTiter-Glo ATP luminescence, 48-72 h. 4.3% of 94,000 active. Potency, µM (series often up to 96.7 µM), inactives show at the highest dose activity change, negative = cytotoxicity, actives largely listed as inhibitors; also: potency is read from the fitted curve at half-maximal effect; nearly all actives have a fitted effect of over 55% in size
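NIH 3T3 cells at 400 cells/well received 23 nL of compound by pintool and were incubated 48 or 72 h at 37 °C. Viability was read as ATP-coupled CellTiter-Glo luminescence.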
GPT2 inhibitor: inhibitors of human GPT2 alanine aminotransferase. Q8TD30. Recombinant GPT2, coupled pyruvate oxidase/HRP Amplex Red fluorescence. Potency, µM (titrated, usually from 57.7 µM), inactives show at the top dose activity change, negative = inhibition, most hits filed as inhibitors. 0.25% of 100,000 active. AID 1671188; also: potency is read from the fitted curve at half-maximal effect; nearly all actives have a fitted effect of over 60% in size; many of its hits are not listed in these tables
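Inhibition is scored from Amplex Red fluorescence generated when pyruvate oxidase and HRP act on pyruvate released by GPT2. Reactions contain 10ng/uL enzyme, 250uM a-KG and 2mM L-alanine and run 30 min at room temperature.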
HEK cytotox: cytotoxic compounds in HEK 293 cells. 6.6% of 94,000 active. HEK 293 viability, ATP luminescence (CellTiter-Glo), 48-72 h. Potency, µM (top dose mostly 115 µM), without a hit: at the highest dose activity change, negative = cytotoxicity, hits mostly inhibitors. AID 1345083; also: potency is read from the fitted curve at half-maximal effect; nearly all actives have a fitted effect of over 60% in size
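Viability of HEK 293 cells, plated at 250 cells/well, was judged by cellular ATP after compound treatment for 48 or 72 hr. Luminescence was imaged 10 min after CellTiter-Glo addition at room temperature.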
IP6K1 inhibitor: blocks human inositol hexakisphosphate kinase 1; activity change, % (series mostly up to about 58 µM); IP6K1 kinase, ADP-Glo luminescence, 2 h; active compounds read low; 0.81% of 140,000 active; AID 1645851; in the data active = activity change below about -25%
Target sequence (Q92551 whole entry, looked up): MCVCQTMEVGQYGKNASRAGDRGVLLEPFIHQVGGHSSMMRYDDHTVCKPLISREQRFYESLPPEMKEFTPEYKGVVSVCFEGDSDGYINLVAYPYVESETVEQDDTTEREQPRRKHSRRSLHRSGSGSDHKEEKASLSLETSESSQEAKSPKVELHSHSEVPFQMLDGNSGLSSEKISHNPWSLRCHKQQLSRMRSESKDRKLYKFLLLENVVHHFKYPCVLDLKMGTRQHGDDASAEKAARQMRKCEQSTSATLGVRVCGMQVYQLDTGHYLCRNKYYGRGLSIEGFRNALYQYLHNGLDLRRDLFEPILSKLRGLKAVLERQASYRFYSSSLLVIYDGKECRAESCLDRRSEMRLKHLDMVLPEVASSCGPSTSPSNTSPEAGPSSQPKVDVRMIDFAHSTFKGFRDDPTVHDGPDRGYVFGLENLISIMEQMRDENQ
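ADP-Glo luminescence measures ADP made by human IP6K1 during a 2 h RT reaction with ATP/IP6 (mix at 1.3 mM/130 uM); top library doses 57.5 and 19.1 uM final.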
SNCA viab count: reduces viability of HEK-293 SNCA reporter cells; HEK-293-SNCA-luc viability, GF-AFC fluorescence, 24 h; Potency, µM (series often up to 57.1 µM), inactives show at the top dose activity change, negative = cytotoxicity, hits mostly cytotoxic; 0.12% of 150,000 active; AID 1671193;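 also: potency is read from the fitted curve at half-maximal effect; 0% = DMSO-treated cells and -100% = medium-only wells without cells; nearly all actives have a fitted effect of over 30% in size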
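HEK-293-SNCA-luc cells (1500/well) plated 24 h, then exposed 24 h to a dilution series; GF-AFC added 30 min at 37C, fluorescence 405/540 nm; normalised to medium-only and DMSO wells, Hill fit.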
The depositor's hits bear a star; i = inactive; ? = inconclusive; / = no result given; [ ] = remark or other dose. Unless noted, calls follow the shape of the dose curve; as a rule, active = well fitted curve in the direction sought with a large enough effect; inconclusive = small, poorly fitted or top-dose-only effect, or another doubt; inactive = no such curve, though single readings can be large; an effect the other way counts as inactive or inconclusive. Unless noted, % is scaled to controls: 0 for no effect and ±100 for the full control effect. Some of the compounds tested; the hit share may differ from the screen's.

SMILES	SNCA expr inh	Luciferase inh	NIH3T3 tox	GPT2 inhibitor	HEK cytotox	IP6K1 inhibitor	SNCA viab count
COc1ccc(-c2nc(SCC(=O)Nc3c(C)cc(C)cc3C)n[nH]2)cc1	-7.8%	/	/	/	/	-10.8	-25.6%
CCC1Oc2ccc(NC(=O)Cc3ccc(F)cc3)cc2CN(Cc2cccc(OC)c2)C1=O (configuration not stated)	10.6%	-0.6%	?	i	?	22.8	-5.9%
Cc1ccc(S(=O)(=O)c2ccc([N+](=O)[O-])o2)cc1	/	/	/	4.3%	/	-8.5	9.47µM*
COC(=O)c1nc(NC(=O)C[C@H]2NC(=O)c3ccccc3NC2=O)sc1CC(C)C	-2.3%	0.5%	?	i	?	4.9	-6.9%
CC(=O)Nc1nc2n(n1)C(c1ccc(F)cc1)C=C(c1ccc(Cl)cc1)N2 (configuration not stated)	?	/	/	/	/	7.9	?
Cc1ccc(-c2c3c(=O)n(C)c(=O)n(C)c3c3cnc4ccccc4n23)cc1	5.1%	/	/	/	/	28.7	9.3%
O=C(C1CCCCC1)N(Cc1cccnc1)c1nc2c(F)cc(F)cc2s1	-24.2%	/	/	/	/	11.4	-0.4%
O=C(O)CO[C@@H]1COCC[C@H]1NC(=O)c1ccccc1-c1ncn[nH]1	-4.5%	-1.7%	-15.9%	2.1%	-12.1%	12.9	1.0%
C=CCNC(=O)N1C[C@@H](C(=O)OCC)[C@@H]2Oc3c(C)cccc3[C@@H]21	/	/	?	/	-10.1%	10.7	/
Cc1nnc2ccc(N3CCC(NC(=O)c4ccc(C(F)(F)F)cc4)C3)nn12 (configuration not stated)	/	/	-20.8%	/	-17.6%	8.2	/
Cc1cc([N+](=O)[O-])ccc1NC(=O)CSc1nccn1C	-1.6%	/	/	/	/	-4.2	-7.7%
COCCCNC(=O)N1[C@H](c2cccs2)[C@@H](C)C(=O)[C@@H](C)[C@@H]1c1cccs1	1.5%	/	/	/	/	19.0	?
CC(=O)O[C@@H]1[C@H](O)[C@@H](O[C@@H]2O[C@@H](C)[C@H](O[C@@H]3OC[C@@H](O)[C@H](O[C@@H]4OC[C@@H](O)[C@H](O)[C@H]4O)[C@H]3O)[C@@H](O[C@@H]3O[C@H](CO)[C@@H](O)[C@H](O)[C@H]3O)[C@H]2O)[C@H](OC(=O)[C@]23CCC(C)(C)C[C@H]2C2=CCC4[C@@]5(C)CC[C@H](O[C@@H]6O[C@H](C(=O)O)[C@@H](O)[C@H](O[C@@H]7OC[C@@H](O)[C@H](O)[C@H]7O)[C@H]6O[C@@H]6O[C@H](CO)[C@H](O)[C@H](O)[C@H]6O)[C@@](C)(C=O)C5CC[C@@]4(C)[C@]2(C)CC3)O[C@@H]1C (some centres not stated)	/	/	/	2.6%[11.5 µM]	/	14.7	-14.8%[5.56 µM]
CCOc1cc2[nH]c(=O)n(CCC(=O)N3CCN(c4ccccc4)CC3)c(=O)c2cc1OCC	-4.8%	/	/	/	/	3.7	5.5%
Cc1ccc2c(c1)nc1n2[C@@H](CNC2CCC2)COC1	11.2%[87.6 µM]	-5.0%[230 µM]	?	i	?	2.1	1.3%[87.6 µM]
COc1ccc(C(=O)N[C@@H]2C=C[C@@H](c3c(C)nn(Cc4ccccc4)c3C)C2)cc1	0.1%[87.6 µM]	?	?	-5.7%[88.5 µM]	?	4.4	-8.2%[87.6 µM]
CN1CCCN(S(=O)(=O)c2ccccc2F)c2ccccc21	14.3%	-22.9%	?	?	?	-6.1	-20.3%
CC(=O)Nc1ccc(C2(C(=O)NCc3ccco3)CCC2)cc1	4.5%	-5.7%	i	?	5.5%	18.8	2.5%
COc1ccc(-c2noc(-c3ccc(NCc4ccco4)c([N+](=O)[O-])c3)n2)cc1	24.6%	/	/	/	/	-12.7	5.1%
O=S(=O)(c1ccc(Cl)cc1)c1nnn2c1nc(NCc1ccccc1)c1sccc12	1.6%	/	/	/	/	27.5	5.6%
COc1cccc(CN2CCc3nc(C(=O)Nc4nc(C)cs4)oc3CC2)c1	?	7.08µM*	?	-1.6%[88.5 µM]	?	-7.5	-1.0%[87.6 µM]
COC(=O)NC1CCN(c2nc3ncccc3o2)C1 (configuration not stated)	4.9%[87.6 µM]	/	-1.8%[138 µM]	?	i	22.3	-3.9%[87.6 µM]
O=C1NC2(CN(C(=O)c3ccccc3F)C2)Oc2ccccc21	-24.9%[87.6 µM]	5.8%[172 µM]	-22.2%[138 µM]	0.8%[88.5 µM]	?	11.9	3.7%[87.6 µM]
COC[C@@H]1CN(C(=O)c2ccc(F)cc2Cl)C[C@H]1C(N)=O	-5.9%	-8.1%	-4.0%	i	i	13.9	-2.2%
COc1cccc(Cn2c(=O)cc(C)c3c(C)nn(C)c32)c1	4.8%	/	/	/	/	25.4	11.0%
NCCC(=O)N1CCC2(CC1)CN(C(=O)c1ccc(Cl)cc1)CCO2	3.6%	/	i	i	-0.2%	-6.3	3.0%
O=C(NCc1ccc(F)cc1)c1ccc2nc(-c3cccnc3Cl)oc2c1	26.2%	/	?	-3.7%	-22.4%	-0.5	-1.9%
CN1CCCCCC(O)c2cc(C(=O)NCc3ccc(F)cc3)ccc21 (configuration not stated)	2.9%	-2.2%	?	-15.9%	?	-4.3	7.6%
CC(C)(C)n1nc(C2CCOCC2)nc1C1=NNC(=O)CC1	27.5%	11.1%	-1.4%	i	-0.3%	-0.7	-1.5%
COc1ccc(F)cc1S(=O)(=O)NCC(c1ccco1)S(=O)(=O)c1cccs1 (configuration not stated)	-24.5%	/	/	/	/	-4.7	0.2%
CNC(=O)NCCc1ncc(C)n1C1CCCCCCC1	-7.4%	-1.9%	-15.6%	i	-0.3%	-0.7	13.4%
Cn1cccc1CN1CCC2(CC1)C(=NC1CCCC1)NC(=O)N2c1cc(F)cc(F)c1	-2.5%	/	i	i	i	-2.8	-11.3%
O=S(=O)(NCc1csc(-c2ccccc2)n1)c1ccccc1	35.7%[activator]	/	/	/	/	15.0	15.1%
Cc1cccc(-c2[nH]ncc2-c2ccc3ncccc3n2)n1	?	/	/	i	/	/	-16.8%
COc1ccc(-c2nc(C)nc3c2CCN(C(=O)c2ccccc2OC)CC3)cc1	3.5%	-5.8%	?	i	-23.8%	3.6	6.6%
Cc1ccc(C(=O)Nc2ccc(C(=O)O)cc2)cc1S(=O)(=O)N1CCC(C)CC1	23.7%	/	/	/	/	-7.4	0.8%
O=C(NCCc1ccccc1)c1ccc(Cn2c(SCc3cccc(F)c3)nc3cccnc32)cc1	68.5%[activator]	/	/	/	/	3.5	-12.4%
Cc1ccc(C(=O)Nc2ccc(Br)cc2)cc1S(=O)(=O)NCc1ccccc1	-15.8%	/	/	/	/	-6.2	1.3%
CCOCCCNC(=O)NCCc1noc(-c2cccnc2)n1	-29.5%	-2.3%	i	3.0%	-4.9%	24.7	-3.4%[12.5 µM]
CCOC(=O)c1c(S(=O)(=O)N2CCCC(C(=O)Nc3cccc(C#N)c3)C2)c(C)n(C)c1C (configuration not stated)	11.6%	/	/	/	/	1.4	-7.0%
COc1ccc(F)cc1-c1cccc(C(=O)NCCNC(=O)N(C)C)c1	31.4%[activator]	/	?	-7.9%	?	4.9	5.6%
COc1ccc(-c2ccc3nnc(CNC(=O)Cc4cccc(F)c4)n3n2)cc1	22.5%	0.0%	4.4%	i	-8.2%	1.8	-15.3%
O=C([C@H]1CCC[C@@H](O)C1)N1CCN(Cc2ccc(C(F)(F)F)cc2)CC1	-6.2%	0.0%	-33.2%	-16.6%	?	12.9	-4.7%
O=C1NC2(CCCN(C(=O)c3ccc(F)cc3)C2)Oc2ccccc21 (configuration not stated)	17.8%[87.6 µM]	-9.5%[172 µM]	-22.0%[138 µM]	-3.9%[88.5 µM]	-13.3%[172 µM]	17.8	-7.0%[87.6 µM]
FC1CCN(Cc2cn(Cc3ccccc3)nc2-c2cc3ccccc3o2)CC1	7.9%	-5.6%	?	-2.2%	31.6µM*	-7.1	-27.9%
Cc1cc(N2CCCN(C(=O)Nc3nncs3)CC2)ccn1	-13.9%	-7.1%	i	3.6%	-4.7%	19.0	3.8%
COc1ccc2[nH]c(=O)c3c(c2c1)OC(C)(C)C=C3	/	/	/	i	/	21.9	-19.1%
COc1cc(OC)c(NC(=O)C(C)n2nc(-c3ccc(C)cc3)c3c(c2=O)CCCC3)cc1Cl (configuration not stated)	?	/	/	/	/	-3.3	?
COCCNS(=O)(=O)c1cc(C(=O)O)cc(-c2ccncc2)c1	19.3%	6.6%	-3.7%	-5.3%	4.6%	0.2	0.7%
CC(=O)NC1(C)CN(Cc2ccc(-c3ccc4c(ccn4C)c3)s2)C1	-82.4%[87.6 µM]	0.316µM*	?	0.0%[88.5 µM]	?	-8.5	2.6%[87.6 µM]
COc1ccccc1C(=O)Nc1c(C(=O)NC(C)(C)C)oc2ccccc12	13.1%	/	/	/	/	-5.7	-1.4%
CCOc1ccc(-c2cc(NC(=O)Nc3cccc(C(C)=O)c3)c(C(=O)OC)s2)cc1	159.7%[activator]	/	/	/	/	4.5	6.9%
Cc1ccc(C)c(C(=O)N2C[C@@H](CO)[C@H](c3ccncc3)C2)c1	18.6%	-5.8%	-16.6%	i	-13.7%	-0.6	5.4%
CCOc1ccccc1C(=O)NC1CC(c2nnc(CN(C)C)n2C)C1 (configuration not stated)	14.7%	-4.2%	i	i	0.1%	7.2	1.2%
COCCn1c(C)cc(O)c(C(c2ccccc2OC)N2CCCCC2)c1=O (configuration not stated)	4.4%	/	/	/	/	-6.2	4.9%
COc1cccc(CN(C)Cc2cccn2C)c1	35.5%[activator][87.6 µM]	4.7%[172 µM]	-11.2%[138 µM]	i	-10.8%[172 µM]	6.0	8.8%[87.6 µM]
CC(C)Oc1cccc(-c2nnc(CCC(=O)NCC3CCCCC3)c(=O)[nH]2)c1	2.1%	-10.0%	0.8%	i	i	-13.0	1.2%
O=C(c1ccncc1)N1CCC(Oc2ccccc2-c2nc(-c3ccccc3)no2)C1 (configuration not stated)	4.5%	?	?	i	39.8µM*	3.9	?
O=C(CC[C@H]1NC(=O)c2ccccc2NC1=O)Nc1ccncc1	5.3%	0.0%	?	-6.3%	-2.7%	7.5	3.4%

Pulled one by one from above (2):
SMILES	SNCA expr inh	Luciferase inh	NIH3T3 tox	GPT2 inhibitor	HEK cytotox	IP6K1 inhibitor	SNCA viab count
O=C(c1ccncc1)N1CCC(Oc2ccccc2-c2nc(-c3ccccc3)no2)C1 (configuration not stated)	4.5%	?	?	i	39.8µM*	3.9	?
Cc1ccc(C)c(C(=O)N2C[C@@H](CO)[C@H](c3ccncc3)C2)c1	18.6%	-5.8%	-16.6%	i	-13.7%	-0.6	5.4%

From PubChem BioAssay
